Compound activity: PubChem, several laboratories
Cardio protect = modulators protecting cardiomyocytes from myocardial damage | H9c2 cardiomyocytes, H2O2 injury protection, ATPLite, 2 h | protection from H2O2 cell death, % at 20 µM | 360,000 compounds, 0.63% hits | AID 588492;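 active = compounds giving at least 50% protection of heart cells from peroxide-induced death in the single-dose screen, raw or plate-pattern-corrected value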;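 also: 0% = DMSO wells with peroxide and 100% = DMSO wells without peroxide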
PDI inh = inhibitors of human protein disulfide isomerase; 350,000 compounds, 0.052% hits; PDI insulin aggregation turbidity, A650, 90 min; inhibition, % at 10 µM;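 active = mean inhibition across replicates of 30% or more, whatever share of single replicates reach that level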;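 also: absorbance from insulin aggregation driven by PDI reduction with DTT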
ABCB6 inh 2 = blocks the human ABCB6 transporter. Q9NP58. K562-ABCB6 porphyrin accumulation, flow cytometry, 1 h; hits give low values. fluorescence ratio to DMSO, % at 10 µM. 360,000 compounds, 0.19% hits;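 active = fluorescence ratio to DMSO below 75%, the collection mean minus 3 SD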;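 also: signal is porphyrin accumulated inside mitochondria; 100% equals median channel fluorescence of DMSO control wells; lower ratio means ABCB6 inhibition with less porphyrin fluorescence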
CaV13 ICDI inh = Disruptors of the CACNA1D IQ motif to Ca2+-dependent inactivation inhibitor domain association, primary screening, Förster resonance energy transfer in intact living …. HEK cells, CFP/YFP FRET ICDI-IQ, plate reader, 10 min; percent FRET-ratio fall versus neutral wells. inhibition, % at 12.3 µM. 340,000 compounds, 0.098% hits. AID 743397;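 active = mean replicate inhibition of at least 30% and at least 1% of replicates passing that level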;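 also: 0% = median of the neutral control wells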
MC4R ag barr = agonists of human melanocortin 4 receptor (MC4R) beta-arrestin | P32245 | 360,000 compounds, 0.98% hits | U2OS MC4R beta-arrestin complementation, luminescence; percent of melanotan II response, DMSO zero | activation, % at 8.9 µM;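 active = activation above a per-plate cutoff, the mean activation of sample wells on that plate plus 3 SD, cut at about 8% in these data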
Target sequence (P32245 whole entry, looked up): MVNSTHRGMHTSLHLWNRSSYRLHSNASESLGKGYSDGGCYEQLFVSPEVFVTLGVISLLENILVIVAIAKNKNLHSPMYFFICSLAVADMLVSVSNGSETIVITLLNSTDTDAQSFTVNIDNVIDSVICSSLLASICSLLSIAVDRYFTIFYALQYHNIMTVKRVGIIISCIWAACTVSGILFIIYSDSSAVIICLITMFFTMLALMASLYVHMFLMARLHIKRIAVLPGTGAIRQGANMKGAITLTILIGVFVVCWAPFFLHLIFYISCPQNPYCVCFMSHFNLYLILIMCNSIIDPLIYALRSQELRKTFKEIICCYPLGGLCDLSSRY
ABHD5-PLIN5 inh = inhibitors of human ABHD5-perilipin-5 interaction; Q00G26+Q8WTS1; Split G. princeps luciferase complementation, luminescence, 4 h; inhibition, % at 4 µM; 360,000 compounds, 0.78% hits; AID 602281;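 active = inhibition above the mean inhibition across every tested compound plus 3 SD, cut at about 22% in these data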;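 also: 0% = DMSO only wells and the 100% control is not disclosed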
N-glyco inh = N-linked glycosylation inhibition; D54 ERlucT glycosylation luciferase reporter, 24 h; percent of 100 nM tunicamycin response; reporter increase, % at 12.5 µM; 360,000 compounds, 0.23% hits;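 active = mean luciferase reporter signal, scaled so untreated is 0 and the glycosylation-blocking control 100, at or above a set limit in every replicate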;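 also: luciferase carries N-glycosylation sites so blocking glycosylation raises the light; 0% = median of neutral control wells and 100% = median of 100 nM tunicamycin wells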
m5-HT2A agonist = mouse HTR2A agonism via beta-arrestin recruitment. AID 624169. activation, % at 7.6 µM. 360,000 compounds, 0.66% hits. CHO-K1 mHTR2A beta-arrestin complementation, luminescence; percent of 30 µM serotonin response;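 active = activation above a run cutoff, the mean activation of all tested compounds plus 3 SD, cut at about 14% in these data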;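 also: 0% = plate median of compound wells and 100% = 30 µM serotonin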
Target sequence (P35363 whole entry, looked up): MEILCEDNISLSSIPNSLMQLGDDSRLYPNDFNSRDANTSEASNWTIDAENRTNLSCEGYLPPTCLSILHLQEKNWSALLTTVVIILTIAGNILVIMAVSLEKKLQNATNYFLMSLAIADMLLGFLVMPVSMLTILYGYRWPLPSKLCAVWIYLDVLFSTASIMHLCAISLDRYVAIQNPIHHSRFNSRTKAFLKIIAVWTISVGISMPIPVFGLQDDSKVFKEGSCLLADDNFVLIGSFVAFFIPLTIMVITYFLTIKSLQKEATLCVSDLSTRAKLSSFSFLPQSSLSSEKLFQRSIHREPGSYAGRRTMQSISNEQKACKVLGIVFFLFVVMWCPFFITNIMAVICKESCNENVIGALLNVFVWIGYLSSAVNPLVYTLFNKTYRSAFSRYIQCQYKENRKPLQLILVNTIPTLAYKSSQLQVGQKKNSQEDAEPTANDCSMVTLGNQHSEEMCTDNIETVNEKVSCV
MC4R antag cAMP = human MC4R antagonism in cAMP assay | inhibition, % at 6.5 µM | AID 540295 | 360,000 compounds, 0.48% hits | P32245 | MC4R-expressing cells, MTII-stimulated cAMP, LANCE TR-FRET;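 active = inhibition above its plate's cutoff, the mean of tested wells on that plate plus 3 SD, cut at about 29% in these data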;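 also: 0% = Melanotan II alone and 100% = Melanotan II plus saturating MCL0020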
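material = U2OS cells stably expressing human melanocortin 4 receptor (MC4R) | also added = Melanotan II challenge | dosing = single nominal compound dose of 6.5 µM | detection = TR-FRET with Eu-cAMP and labeled anti-cAMP, 671 nm | replication = singlicate | timing = compound 30 min, challenge 1 h, detection 1 h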
Granule exo inh = blocks lytic granule exocytosis; 360,000 compounds, 0.66% hits; inhibition, % at 10 µM; TALL-104 LAMP-1 surface exposure, flow cytometry; cells stimulated with thapsigargin and PMA;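 active = inhibition above about 55%, limit read from the data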
Numbers without * were called inactive; . = no result given.

SMILES | Cardio protect | PDI inh | ABCB6 inh 2 | CaV13 ICDI inh | MC4R ag barr | ABHD5-PLIN5 inh | N-glyco inh | m5-HT2A agonist | MC4R antag cAMP | Granule exo inh
CC1Cc2ccccc2N1Cc1cccc(S(=O)(=O)N(C)C)c1 (centres undefined) | -4 | -3 | 99 | -18 | 1.4 | -3 | -3 | 1 | 1 | 6
COc1cc2c(cc1NC(=O)COC(=O)C1CC(=O)N(Cc3ccco3)C1)oc1ccccc12 (centres undefined) | -2 | -4 | 113 | . | 3.2 | 6 | 1 | -9 | 18 | -3
Nc1ccn([C@@H]2O[C@H](C(=O)N[C@H](COC=O)Cc3ccccc3)[C@@H](O)[C@H]2O)c(=O)n1 | 4 | . | 101 | -12 | . | -4 | 0 | 8 | . | 0
CCOC(=O)[C@@H]1[C@H]2COc3ccccc3[C@@H]2N2C(=O)N(c3cccc(F)c3)C(=O)[C@@]12C | 8 | -6 | 104 | -5 | -0.5 | -1 | 7 | 5 | 11 | -8
S=C(Nc1ccc(Br)cc1)NC1CCN(Cc2ccccc2)CC1 | -15 | 3 | 97 | -6 | 1.3 | 0 | -8 | -12 | -5 | 4
CCOC(=O)C(NC(C)=O)C(OC(C)=O)c1cccc([N+](=O)[O-])c1 (centres undefined) | 0 | -3 | 89 | -5 | -1.6 | 0 | 2 | -1 | 3 | 1
O=Cc1c(Cl)[nH]c(=O)n1-c1ccccc1 | 7 | -4 | 100 | -4 | -2.6 | -9 | 2 | -2 | 4 | -3
COc1ccc(CCN2CC(C(=O)NCc3c(C)n[nH]c3C)CCC2=O)cc1 (centres undefined) | 1 | 1 | 94 | -5 | -3.1 | 0 | 2 | -6 | 6 | 34
O=C1c2ccccc2C(=O)N1Cc1nn2c(-c3ccc(Cl)cc3)nnc2s1 | 3 | 11 | 99 | -5 | 0.2 | 4 | 2 | 9 | -1 | 0
CC1(C)C=Cc2c(ccc3c2OC[C@@H](c2ccc(O)cc2O)C3)O1 | -6 | . | 104 | . | -0.3 | -8 | 2 | -2 | 11 | 7
Cc1ccc(S(=O)(=O)NCCSc2nnc(N)s2)cc1 | 3 | -15 | 89 | . | -1.6 | 0 | 0 | -1 | -2 | -1
CN(NS(=O)(=O)c1ccccc1)c1nc2ccccc2nc1C(F)(F)F | 2 | 2 | 87 | . | 1.7 | -3 | 0 | -7 | 11 | 6

Retrieved one by one from the entries so far (two):
SMILES | Cardio protect | PDI inh | ABCB6 inh 2 | CaV13 ICDI inh | MC4R ag barr | ABHD5-PLIN5 inh | N-glyco inh | m5-HT2A agonist | MC4R antag cAMP | Granule exo inh
CN(NS(=O)(=O)c1ccccc1)c1nc2ccccc2nc1C(F)(F)F | 2 | 2 | 87 | . | 1.7 | -3 | 0 | -7 | 11 | 6
CCOC(=O)C(NC(C)=O)C(OC(C)=O)c1cccc([N+](=O)[O-])c1 (centres undefined) | 0 | -3 | 89 | -5 | -1.6 | 0 | 2 | -1 | 3 | 1

Following part
SMILES | Cardio protect | PDI inh | ABCB6 inh 2 | CaV13 ICDI inh | MC4R ag barr | ABHD5-PLIN5 inh | N-glyco inh | m5-HT2A agonist | MC4R antag cAMP | Granule exo inh
C=CCNC(=O)c1ccc(-c2nc(-c3ccc(Cl)cc3Cl)cs2)cc1 | -6 | 2 | 93 | -5 | 3.4 | 5 | -1 | 3 | 2 | -5
CS(=O)(=O)N(CC(=O)Nc1ccccc1-c1ccccc1)c1cccc(F)c1 | 0 | -3 | 95 | -7 | -0.8 | 3 | -1 | -2 | 6 | 2
O=C(c1ccccc1OCc1ccc(Cl)cc1)N1CCN(c2ccccn2)CC1 | -1 | 8 | 99 | -6 | -2.1 | -1 | -1 | 3 | 4 | 5
COc1ccc(Cc2nnc(NC(=O)c3ccccc3F)s2)cc1 | -2 | -2 | 94 | -4 | -1.4 | -2 | 2 | -2 | 0 | 4
NC(=O)COC(=O)/C=C/c1ccc2ccccc2n1 | 2 | 1 | 100 | 2 | -1.2 | 4 | -2 | 4 | 14 | 22
CSc1ccccc1NC(=O)c1cc(C(C)C)on1 | -4 | 3 | 95 | -8 | -1.6 | -4 | 4 | -6 | 3 | 5
CCOC(=O)C1=C(COC(=O)c2ccc([N+](=O)[O-])s2)NC(=O)NC1C (centres undefined) | 7 | 0 | 103 | -4 | -3.3 | 3 | 6 | 8 | -53 | -1
CCOc1cc(C2NC(=O)NC(c3ccccc3)=C2C(C)=O)ccc1OCC(N)=O (centres undefined) | 7 | 8 | 92 | . | 1.2 | 0 | 2 | 3 | 1 | 3
COc1ccc(-c2nnn(CC(=O)OC3CCCCC3)n2)cc1OC | -17 | -4 | 96 | -5 | 0.2 | 0 | 3 | 4 | 6 | 0
O=C(Cc1ccccc1)N[C@@H](Cc1ccccc1)c1nc2ccccc2[nH]1 | -2 | 1 | 94 | -5 | -0.5 | -2 | -6 | 3 | 3 | -2
CCOC(=O)CSc1nnc(-c2ccccc2)c(-c2ccccc2)n1 | -5 | -1 | 95 | -3 | 0.9 | 0 | 1 | 2 | 1 | 19
Cc1nnc(NC(=O)c2oc3ccccc3c2C)s1 | -8 | 11 | 94 | -2 | -1.8 | 3 | 1 | 3 | -6 | 1
CC1(C(=O)NS(=O)(=O)c2cccs2)CCN1C(=O)C1(c2ccc(Cl)cc2)CCC1 (centres undefined) | 3 | 16 | 95 | -6 | -2.3 | -1 | 0 | 1 | 0 | -6
O=C(Nc1nccs1)c1ccc(S(=O)(=O)c2ccccc2)cc1 | -3 | -1 | 90 | . | -0.7 | 5 | 2 | 0 | 3 | 1
CCOC(=O)N1CC(C)N(C(=S)Nc2ccccc2)CC1C (centres undefined) | -2 | -6 | 94 | -10 | 0.0 | 4 | 3 | 3 | 1 | 0
O=C(Nc1ccc(N2CCN(C(=O)c3ccccc3)CC2)cc1)c1ccc([N+](=O)[O-])o1 | -29 | 4 | 96 | 0 | -3.2 | 5 | -16 | -4 | -20 | 5
Cn1ccnc1SCC(=O)Nc1cccc2ccccc12 | 1 | 6 | 90 | -4 | -1.2 | -2 | 1 | 3 | 3 | 0
CC1(C)CC(=O)c2sc(NC(=O)CN3C(=O)CCC3=O)nc2C1 | 2 | 9 | 96 | -5 | -0.9 | 3 | 4 | 0 | 11 | 5
COc1cccc(/C=N/NC(=O)CC(C)O)c1OC/C=C/c1ccccc1 (centres undefined) | 8 | 21 | 97 | . | -2.7 | 5 | 0 | -10 | 4 | 1
c1ccc2c(CNc3ccc(CNc4ncn[nH]4)cc3)cccc2c1 | -16 | 11 | 110 | . | -0.3 | 3 | -1 | 1 | -3 | -2
O=C(CSc1nc2ccccc2c(=O)n1Cc1ccc(F)cc1)NCc1cccs1 | -2 | 7 | 95 | 2 | 6.0 | 1 | 0 | 1 | 14 | -6
CCOc1ccccc1CN1[C@@H](c2ccc(OC)cc2)CC(C(=O)OC)(C(=O)OC)[C@H]1c1ccccc1 | . | . | . | -8 | . | -12 | . | -4 | . | -2
Cc1ccc(C(C(=O)NC2CCCC2)N(Cc2ccco2)C(=O)CCC(=O)Nc2cc(C)on2)cc1 (centres undefined) | 6 | -7 | 115 | . | -1.2 | -1 | -2 | -1 | -3 | -2
CC(=O)N1CCC(C(=O)N2c3ccccc3N=C(c3ccc(C(F)(F)F)cc3)C2C(=O)NC2CCCC2)CC1 (centres undefined) | . | . | . | -17 | . | -2 | . | -1 | . | -2
O=C(CN(C(=O)CNC(=O)c1ccco1)c1cccc(F)c1)NC1CCCCC1 | -4 | 10 | 95 | -2 | -2.1 | -3 | -1 | 8 | 5 | 34
O=C(Cc1coc2cc3c(cc12)CCC3)NC1CCCCCCC1 | -5 | -1 | 100 | -3 | 0.5 | -8 | 1 | -8 | 4 | -4
COc1ccccc1NC(=O)c1cc(=O)[nH]c2ccccc12 | 2 | -19 | 96 | -5 | 0.1 | -16 | 2 | 4 | 7 | -4
Cc1cc(=O)n2c(C(=O)Nc3ccc(C)c(C)c3)c(C(=O)Nc3ccccc3)sc2n1 | 18 | 5 | 100 | 0 | -1.6 | 4 | 1 | 2 | 12 | -2
O=c1c2ccccc2cnn1-c1ccc(Br)cc1 | -20 | 0 | 96 | -1 | 0.4 | 1 | -7 | 3 | 12 | -3
O=C(O)c1cc(NCc2c(F)cccc2Cl)ccc1N1CCOCC1 | 6 | -3 | 90 | -13 | -0.5 | 5 | 0 | 0 | 7 | 1
O=C(Oc1ccc(Cl)cc1)N1CCCCC1 | 2 | 0 | 99 | -3 | 0.1 | -7 | 1 | -2 | 6 | -3
Cc1nn(C(C)C(=O)NCCc2ccccc2)c(=O)c2cc3occc3n12 (centres undefined) | -6 | 4 | 100 | -2 | -3.5 | -7 | 3 | 2 | -2 | 0
CCN(CC(=O)NCc1cccs1)C(=O)c1ccc(N(C)S(=O)(=O)c2ccc(C)cc2)cc1 | -10 | 3 | 103 | -15 | -1.0 | -11 | -1 | -7 | 0 | -23
O=S(=O)(c1ccc(F)cc1)N1CCn2c(nc3ccccc32)C1 | 6 | . | 96 | -4 | 0.1 | 4 | 1 | 6 | -2 | -1
C=CCC(=O)N1CCCC(C(=O)c2ccc(Cl)cc2)C1 (centres undefined) | 3 | -29 | 99 | -21 | -0.7 | -4 | 0 | -1 | -2 | 1
CC1(C(=O)NS(=O)(=O)c2ccccc2Cl)CCN1C(=O)CCc1cccs1 (centres undefined) | 2 | 6 | 97 | -2 | 1.2 | 8 | 1 | 1 | 2 | -6

Laid out differently: ten of the compounds above
Sequence of screens – Cardio protect, PDI inh, ABCB6 inh 2, CaV13 ICDI inh, MC4R ag barr, ABHD5-PLIN5 inh, N-glyco inh, m5-HT2A agonist, MC4R antag cAMP, Granule exo inh
> CC(=O)N1CCC(C(=O)N2c3ccccc3N=C(c3ccc(C(F)(F)F)cc3)C2C(=O)NC2CCCC2)CC1 (centres undefined)
  ., ., ., -17, ., -2, ., -1, ., -2
> O=C(CN(C(=O)CNC(=O)c1ccco1)c1cccc(F)c1)NC1CCCCC1
  -4, 10, 95, -2, -2.1, -3, -1, 8, 5, 34
> O=C(Cc1coc2cc3c(cc12)CCC3)NC1CCCCCCC1
  -5, -1, 100, -3, 0.5, -8, 1, -8, 4, -4
> COc1ccccc1NC(=O)c1cc(=O)[nH]c2ccccc12
  2, -19, 96, -5, 0.1, -16, 2, 4, 7, -4
> Cc1cc(=O)n2c(C(=O)Nc3ccc(C)c(C)c3)c(C(=O)Nc3ccccc3)sc2n1
  18, 5, 100, 0, -1.6, 4, 1, 2, 12, -2
> O=c1c2ccccc2cnn1-c1ccc(Br)cc1
  -20, 0, 96, -1, 0.4, 1, -7, 3, 12, -3
> O=C(O)c1cc(NCc2c(F)cccc2Cl)ccc1N1CCOCC1
  6, -3, 90, -13, -0.5, 5, 0, 0, 7, 1
> O=C(Oc1ccc(Cl)cc1)N1CCCCC1
  2, 0, 99, -3, 0.1, -7, 1, -2, 6, -3
> Cc1nn(C(C)C(=O)NCCc2ccccc2)c(=O)c2cc3occc3n12 (centres undefined)
  -6, 4, 100, -2, -3.5, -7, 3, 2, -2, 0
> CCN(CC(=O)NCc1cccs1)C(=O)c1ccc(N(C)S(=O)(=O)c2ccc(C)cc2)cc1
  -10, 3, 103, -15, -1.0, -11, -1, -7, 0, -23
